USP28 block – blocks human USP28 ubiquitin-rhodamine cleavage. Q96RU2. purified USP28, Ub-rhodamine cleavage fluorescence, 30 min. inhibition, % at 25 µM. 3% of 47,000 active
OTUD3 inh – human OTUD3 deubiquitinase inhibition | inhibition, % at 25 µM | purified OTUD3, Ub-rhodamine fluorescence, 2 h | Q5T2D3 | 0.7% of 47,000 active
UCHL1 inh – blocks human UCHL1 ubiquitin-rhodamine cleavage | P09936 | inhibition, % at 20 µM | 0.2% of 47,000 active | purified UCHL1, Ub-rhodamine cleavage fluorescence
USP7 inh – inhibitors of human USP7 deubiquitinase; Q93009; purified USP7, Ub-rhodamine cleavage fluorescence; inhibition, % at 20 µM; 0.3% of 47,000 active; AID 1645854
USP30 inh – inhibitors of human USP30 deubiquitinase; Q70CQ3; purified USP30, Ub-rhodamine cleavage fluorescence; inhibition, % at 25 µM; 5.3% of 47,000 active; AID 1645860
USP17 block – blocks human USP17 ubiquitin-rhodamine cleavage. A8MUK1. purified USP17, Ub-rhodamine cleavage fluorescence, 3 h. inhibition, % at 50 µM. 6.5% of 47,000 active
USP10 block – inhibitors of human USP10 deubiquitinase; 1.1% of 47,000 active; purified USP10, Ub-rhodamine fluorescence, 60 min; AID 1645856; Q14694; inhibition, % at 20 µM
Target sequence (Q14694 whole entry, looked up): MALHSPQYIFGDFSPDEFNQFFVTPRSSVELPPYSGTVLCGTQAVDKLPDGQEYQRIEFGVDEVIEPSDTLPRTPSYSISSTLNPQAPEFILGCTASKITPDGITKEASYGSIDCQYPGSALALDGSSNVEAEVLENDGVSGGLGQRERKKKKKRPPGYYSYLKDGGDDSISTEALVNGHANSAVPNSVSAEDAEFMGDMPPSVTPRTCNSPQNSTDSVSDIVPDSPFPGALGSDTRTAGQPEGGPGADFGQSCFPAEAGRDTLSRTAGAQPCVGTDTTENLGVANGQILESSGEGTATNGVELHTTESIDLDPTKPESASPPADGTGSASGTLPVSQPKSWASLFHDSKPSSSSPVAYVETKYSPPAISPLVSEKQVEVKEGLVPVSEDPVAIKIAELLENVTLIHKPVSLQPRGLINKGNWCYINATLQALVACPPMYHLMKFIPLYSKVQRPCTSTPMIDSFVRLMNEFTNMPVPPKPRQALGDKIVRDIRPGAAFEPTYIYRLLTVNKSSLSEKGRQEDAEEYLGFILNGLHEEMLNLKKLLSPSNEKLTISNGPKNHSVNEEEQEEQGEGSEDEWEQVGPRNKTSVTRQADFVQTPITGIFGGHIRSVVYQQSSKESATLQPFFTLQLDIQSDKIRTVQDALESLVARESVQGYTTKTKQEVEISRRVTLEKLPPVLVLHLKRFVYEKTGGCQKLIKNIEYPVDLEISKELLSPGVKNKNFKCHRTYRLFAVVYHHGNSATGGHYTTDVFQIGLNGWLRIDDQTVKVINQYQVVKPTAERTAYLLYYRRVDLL
USP8 inh – human USP8 deubiquitinase inhibition. purified USP8, Ub-rhodamine cleavage fluorescence, 30 min. inhibition, % at 20 µM. 4.2% of 47,000 active. P40818
The depositor's hits bear a star; i = inactive; . = not tested or not shown. Rule as the data show it: active = inhibition above about 30%; inactive = the rest.

entry	compound	USP28 block	OTUD3 inh	UCHL1 inh	USP7 inh	USP30 inh	USP17 block	USP10 block	USP8 inh
1	CCC(=O)N1c2ccc(S(=O)(=O)CCC(=O)NCc3cccnc3)cc2CC1C (centres undefined)	-5	-4	-4	-4	-1	-4	0	-9
2	OC(c1cccc(CN2CCCCC2)c1)c1ncc(-c2cccc3ccccc23)[nH]1 (centres undefined)	20	4	4	0	19	1	-1	2
3	Cc1ccc2c(=O)c(C(=O)N3CCC(C)CC3)cn(CC(N)=O)c2n1	0	-2	-3	3	0	-2	-2	9
4	Cc1ccc(NC(=O)N2CCC3(C2)C(=O)N(C)c2ccccc23)cc1 (centres undefined)	8	4	1	-17	5	9	-1	24
5	Cc1ccc(C(=O)N2CCN(c3ccc(CN4CCC(CO)CC4)cn3)CC2)s1	-17	-2	-5	-2	-42	-9	-4	-21
6	CS(=O)(=O)c1ccc(NC(=O)c2cc(=O)[nH]c3ccccc23)cc1	-16	-11	-4	-5	-55	0	-5	-6
7	COc1ccccc1C(=O)N1CCN(c2cnn3c(C4CC4)nnc3c2)CC1	-11	-13	-2	0	-7	-12	1	-1
8	Cc1noc(C2CN(C(=O)Cc3ccccc3Cl)C2)n1	-13	1	-2	2	-12	-17	1	-38
9	CCOCCCNC(=O)C1c2ccccc2C(=O)N(CC(C)C)C1c1cccs1 (centres undefined)	-11	-1	-3	0	-11	-8	-2	1
10	COc1cccc(CCNC(=O)c2ccc(N3C(=O)C(C)CS3(=O)=O)cc2)c1 (centres undefined)	6	1	0	2	-17	0	0	1
11	COc1ccc(CNc2ncc(C(=O)NC3CCCC3)c(C)n2)cc1	-26	-26	-8	-6	-60	-18	-6	-20
12	O=S(=O)(Nc1cccc(S(=O)(=O)N2CCCCC2)c1)c1ccc2c(c1)OCCCO2	11	12	2	4	-72	6	3	15
13	O=C(c1ccc[nH]1)N1C[C@H](OCC2CCOCC2)[C@H]2COC[C@H]21	-34	-9	-2	0	-13	.	-1	-70
14	O=C1C2Cc3c([nH]c4ccccc34)C(c3ccccc3)N2C(=O)CN1CCCN1CCOCC1 (centres undefined)	-1	-5	0	-7	-26	-9	-7	-4
15	CCN(CC)c1ccc2nnc(CCC(=O)Nc3cc(C)ccn3)n2n1	10	7	0	0	6	3	-5	19
16	COc1ccc(-n2nnnc2C2(Nc3ccccc3C)CCCCC2)cc1	-1	11	3	8	9	1	8	-3
17	COc1cccc(C(=O)N2CCC3(CC2)OC(C(=O)Nc2ccncc2)Cn2ccnc23)c1 (centres undefined)	26	4	1	4	4	-9	-2	-80
18	Cc1c(C(=O)N2CCn3ncnc3C2)[nH]c2ccccc12	-7	-6	-2	-3	-9	-10	1	0
19	CCOC(=O)C(Cc1ccccc1)NC(=O)Cn1nnc(-c2ccccc2)n1 (centres undefined)	15	16	1	2	35*	27	4	-12
20	O=S(=O)(NC1CCCc2ccccc21)c1cccs1 (centres undefined)	-2	-10	-1	-2	4	-16	2	-1

An excerpt from above in order of formula weight, descending.
entry	compound	USP28 block	OTUD3 inh	UCHL1 inh	USP7 inh	USP30 inh	USP17 block	USP10 block	USP8 inh
14	O=C1C2Cc3c([nH]c4ccccc34)C(c3ccccc3)N2C(=O)CN1CCCN1CCOCC1 (centres undefined)	-1	-5	0	-7	-26	-9	-7	-4
17	COc1cccc(C(=O)N2CCC3(CC2)OC(C(=O)Nc2ccncc2)Cn2ccnc23)c1 (centres undefined)	26	4	1	4	4	-9	-2	-80
5	Cc1ccc(C(=O)N2CCN(c3ccc(CN4CCC(CO)CC4)cn3)CC2)s1	-17	-2	-5	-2	-42	-9	-4	-21
10	COc1cccc(CCNC(=O)c2ccc(N3C(=O)C(C)CS3(=O)=O)cc2)c1 (centres undefined)	6	1	0	2	-17	0	0	1
2	OC(c1cccc(CN2CCCCC2)c1)c1ncc(-c2cccc3ccccc23)[nH]1 (centres undefined)	20	4	4	0	19	1	-1	2
19	CCOC(=O)C(Cc1ccccc1)NC(=O)Cn1nnc(-c2ccccc2)n1 (centres undefined)	15	16	1	2	35*	27	4	-12
7	COc1ccccc1C(=O)N1CCN(c2cnn3c(C4CC4)nnc3c2)CC1	-11	-13	-2	0	-7	-12	1	-1
16	COc1ccc(-n2nnnc2C2(Nc3ccccc3C)CCCCC2)cc1	-1	11	3	8	9	1	8	-3
15	CCN(CC)c1ccc2nnc(CCC(=O)Nc3cc(C)ccn3)n2n1	10	7	0	0	6	3	-5	19
6	CS(=O)(=O)c1ccc(NC(=O)c2cc(=O)[nH]c3ccccc23)cc1	-16	-11	-4	-5	-55	0	-5	-6
11	COc1ccc(CNc2ncc(C(=O)NC3CCCC3)c(C)n2)cc1	-26	-26	-8	-6	-60	-18	-6	-20
13	O=C(c1ccc[nH]1)N1C[C@H](OCC2CCOCC2)[C@H]2COC[C@H]21	-34	-9	-2	0	-13	.	-1	-70
20	O=S(=O)(NC1CCCc2ccccc21)c1cccs1 (centres undefined)	-2	-10	-1	-2	4	-16	2	-1
8	Cc1noc(C2CN(C(=O)Cc3ccccc3Cl)C2)n1	-13	1	-2	2	-12	-17	1	-38
18	Cc1c(C(=O)N2CCn3ncnc3C2)[nH]c2ccccc12	-7	-6	-2	-3	-9	-10	1	0

Following part
entry	compound	USP28 block	OTUD3 inh	UCHL1 inh	USP7 inh	USP30 inh	USP17 block	USP10 block	USP8 inh
21	Cc1cccc(C(=O)NC(Cc2ccccc2)c2nc3ccccc3[nH]2)c1 (centres undefined)	-1	0	-7	4	13	22	5	0
22	CN(C)C(=O)NC[C@@H]1OC[C@H]2CN(Cc3cccc(C#N)c3)CC[C@H]21	-2	14	-1	0	17	-13	-1	-153
23	COc1ccc2c(C)c(CC(=O)N[C@@H](Cc3c[nH]c4ccccc34)C(=O)O)c(=O)oc2c1OC	1	1	4	2	-13	0	0	8
24	O=C(O)CN1CCC2(CCC1=O)CC(=O)c1cc(Cl)ccc1O2 (centres undefined)	-2	0	0	5	-10	3	-3	-12
25	N#Cc1ccc(S(=O)(=O)N2C[C@@H]3C[C@H](NC(=O)c4ccccc4)[C@H]2C3)cc1	-1	6	0	0	10	7	0	2
26	CN(CCO)C(=O)C1CC2(CCN(c3cnccn3)CC2)c2ccccc21 (centres undefined)	-4	-6	4	-3	0	-28	-3	-8
27	O=C(CN(c1cc(C(F)(F)F)ccc1Cl)S(=O)(=O)c1ccccc1)NCc1ccco1	8	12	7	-2	1	4	2	32*
28	Cc1nnc(NC(=O)C2CCN(c3ccc(S(=O)(=O)N4CCCCC4)cc3[N+](=O)[O-])CC2)o1	-17	0	-2	-39	-16	-76	2	-299
29	O=C(C1CCN(c2nc3ccc(Cl)cc3[nH]2)CC1)N1CCN(Cc2ccccc2)CC1	-3	-6	3	-6	-22	-7	-1	-18
30	Cc1cccc(Oc2cncc(C3CCCNC3)n2)c1 (centres undefined)	-7	-6	-7	-7	-2	-9	0	0
31	CN(CCc1ccccc1)C(=O)c1cccc(-c2ccc(CC3CCCNC3=O)cc2)c1 (centres undefined)	15	7	2	2	29	8	3	9
32	Cc1cccc(C(=O)N2CCC(Oc3ncccc3C(N)=O)C2)c1 (centres undefined)	-13	-3	-4	-2	-9	-9	0	0
33	CCOc1ccc2[nH]c3c(N4CC(C)CC(C)C4)ncnc3c2c1 (centres undefined)	-9	-15	7	4	-28	-16	6	0
34	Cc1cc(NCCc2ccc(Cl)cc2)n2nc(C)nc2n1	-3	-3	-1	-5	-9	-14	1	-47
35	Cc1cccc(NC(=O)c2cccc(S(=O)(=O)N3CCOCC3)c2)c1C	-7	2	0	0	2	-9	-2	-38
36	COc1ccc(C(C)NC(=O)c2cc(NC(C)=O)cc3nc(C)ccc23)cc1 (centres undefined)	-9	-5	11	-10	-73	17	-6	58*
37	O=C(Nc1ccc(F)cc1)N1C[C@H]2C[C@H]3[C@](C1)(CN(Cc1cccnc1)S3(=O)=O)O2	-23	-13	-2	-3	-11	-6	1	1
38	Cc1nn(Cc2ccccc2Cl)c(C)c1C(=O)N1CCc2ccccc21	7	11	4	0	0	9	-2	12
39	O=C1CN(C(=O)COC(=O)CCCN2C(=O)c3cccc4cccc(c34)C2=O)c2ccccc2N1	46*	1	6	4	49*	62*	5	4
40	CN1C(=O)OC2(CCN(C(=O)c3ccc(F)cc3)CC2)c2ccccc21	6	6	-2	0	6	2	-1	-154
41	Cc1ccc(S(=O)(=O)N2C[C@H](c3nc(-c4cccnc4)no3)[C@@H](C)C2)cc1	3	11	7	4	15	10	3	7
42	COCCNC(=O)c1cccc(OC2CCN(Cc3cccc4nonc34)CC2)c1	6	2	-1	-5	-5	-1	-7	2
43	O=C(Cn1c(=O)n(CCC(=O)N2CC=C(c3ccccc3)CC2)c(=O)c2ccccc21)NCc1ccco1	25	20	11	1	28	63*	4	51*
44	CS(=O)(=O)N1CCC2(C/C=C/Cc3ccccc3OCC(=O)NC2)CC1	8	10	9	11	26	1	-1	-2
45	COc1ccc(N2CC(C(=O)OCC(=O)Nc3cccc(C)c3C)CC2=O)cc1 (centres undefined)	-8	-5	0	-15	18	0	2	0
46	Cc1ccccc1CCNC(=O)C1CCN(c2nc3ccccc3[nH]2)CC1	.	17	3	1	.	3	1	2
47	COc1cc(CC(=O)Oc2ccc3c(c2)OCO3)cc(OC)c1OC	-6	-1	-2	-1	-16	-13	2	0
48	O=C(CN1C(=O)c2ccccc2C1c1c[nH]c2ccccc12)NCc1ccc2c(c1)OCO2 (centres undefined)	-16	-18	-4	-8	-50	0	-6	15
49	O=C(Nc1cccc(Cl)c1)N1CCC(c2nc(-c3cccnc3)no2)CC1	-7	-7	0	2	-6	-17	1	-1
50	Cc1cccc(NS(=O)(=O)c2cc(C(=O)OC(C)C(=O)NCc3ccc4c(c3)OCO4)ccc2C)c1 (centres undefined)	0	3	7	12	7	0	3	-6
51	CC(Oc1ccc(F)cc1)c1nnc(C2(c3ccc(F)cc3)CCOCC2)o1 (centres undefined)	5	-1	9	-105	-4	8	0	8
52	CC(=O)N1CCc2cc(S(=O)(=O)NCC(=O)NCc3ccc(Cl)cc3)ccc21	14	10	5	6	11	.	2	14
53	COc1ccc(CN(Cc2nc3ccccc3c(=O)[nH]2)C(=O)c2ccc(F)cc2)cc1	-6	-3	0	0	-5	-11	1	-7
54	Cc1ccccc1Nc1nc(N)nc(CN2CCCC2c2cccn2C)n1 (centres undefined)	-180	-147	-39	-30	i	-130	-12	-65
55	CN1C(=O)c2ccccc2C1(Nc1cccnc1)c1ccccc1 (centres undefined)	6	14	0	3	20	13	0	16
56	O=C(Nc1ccccc1)c1ccc(N2CCNC(c3ccccc3)C2)nc1 (centres undefined)	-11	-1	-1	0	-14	-12	0	-37
57	CCc1nccn1Cc1noc(-c2ccc(C)c(C)c2)n1	39*	-3	3	-7	-3	0	0	3
58	O=C(Nc1ccccc1N1CCOCC1)Nc1cccc2ccccc12	-10	-4	-3	0	-6	19	2	27
59	CCC(=O)Nc1ccc(C)n(CC(=O)NC2CCCCC2)c1=O	-6	-1	-6	-7	6	.	0	-10
60	Cc1nnc(-c2cccnc2N2CCN(C(=O)NC3CCCCC3)CC2)o1	1	5	0	4	7	4	3	-9
61	Cc1n[nH]c(C)c1S(=O)(=O)N1CCOC(c2c(C(=O)N(C)C)sc3ccccc23)C1 (centres undefined)	10	4	3	2	2	1	2	13
62	CC(C)(C)n1ncc2c(=O)n(CC(=O)Nc3cccc([N+](=O)[O-])c3)cnc21	3	12	1	-58	-12	-29	-1	-116
63	O=C(CCn1c(=O)c2ccccc2n(Cc2ccc([N+](=O)[O-])cc2)c1=O)NCc1ccco1	0	13	2	-11	1	6	20	-19
